IDE act – IDE (human) activation, cell-based. 340,000 compounds, 0.073% hits. AID 493087. HEK cells, FAbeta-B cleavage, fluorescence polarization; 0% vehicle, 100% cell-free pure enzyme wells. activation, % at 5.96 µM;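 active = activation above the mean of all tested compounds plus 3 SD, set per screening campaign, cut at about 17% in these data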
SUMO HTRF inh – SUMOylation inhibition. P63279. HTRF SUMOylation assay, SAE1/SAE2 + UBC9, in vitro. inhibition, % at 35 µM. 290,000 compounds, 0.36% hits. AID 2006; in the data active = inhibition above about 50%, passing the limit was not always enough; note: strong numbers were not always called active
NS3 helicase inh – inhibitors of Hepatitis C virus NS3 helicase | NS3 helicase DNA unwinding, Cy5 molecular beacon fluorescence | inhibition, % at 10.9 µM | 290,000 compounds, 0.56% hits | AID 1800;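 active = inhibition above the mean of all tested compounds plus 3 SD, set per campaign, cut at about 35% in these data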;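 note: 0% = DMSO wells and 100% = thioflavine S control wells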
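test system = hepatitis C virus NS3 helicase domain fragment enzyme | reagent = annealed dual-labelled DNA beacon duplex, ATP-started | times = 1 h at 25 °C | detection = Cy5 fluorescence, 0 and 60 min reads | read-out basis = percent inhibition from t60/t0 fluorescence ratio | control set = DMSO and thioflavine S | replication = one well per compound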
IMP-1 inh – inhibitors of Pseudomonas aeruginosa IMP-1 metallo-beta-lactamase | purified IMP-1, nitrocefin hydrolysis, epi-absorbance fluorescence | inhibition, % at 5.6 µM | 290,000 compounds, 0.45% hits | AID 1556;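 active = inhibition above the mean plus 3 SD of all compounds in the same screening run, cut at about 4.5% in these data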;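 note: 0% = IMP-1 with DMSO and 100% = DMSO wells lacking enzyme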
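Assay system: purified recombinant IMP-1 beta-lactamase. Input: IMP-1 0.2 nM before substrate addition. Buffer or medium: Zinc- and detergent-supplemented HEPES buffer, pH 7.1. Schedule: 25 °C, 15 min preincubation, 25 min reaction. Signal: Epi-absorbance fluorescence, 480 nm excitation, 530 nm emission. Evaluation: percent inhibition from optical density relative to buffer-blank wells.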
pCIP destab – p/CIP protein destabilization | F442A p/CIP-EGFP cells, EGFP fluorescence, 16 h | decrease of EGFP signal, % at 10 µM | 290,000 compounds, 0.01% hits | AID 1984;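 active = EGFP signal decrease of at least 30% at 10 µM or well 3 SD below plate mean, unless failing retest; inactive = the rest, including hits failing retest or dose response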; note: some compounds called inactive have numbers as strong as hits; many of its hits are not listed in these tables
Target sequence (Q05BA5 1-1403): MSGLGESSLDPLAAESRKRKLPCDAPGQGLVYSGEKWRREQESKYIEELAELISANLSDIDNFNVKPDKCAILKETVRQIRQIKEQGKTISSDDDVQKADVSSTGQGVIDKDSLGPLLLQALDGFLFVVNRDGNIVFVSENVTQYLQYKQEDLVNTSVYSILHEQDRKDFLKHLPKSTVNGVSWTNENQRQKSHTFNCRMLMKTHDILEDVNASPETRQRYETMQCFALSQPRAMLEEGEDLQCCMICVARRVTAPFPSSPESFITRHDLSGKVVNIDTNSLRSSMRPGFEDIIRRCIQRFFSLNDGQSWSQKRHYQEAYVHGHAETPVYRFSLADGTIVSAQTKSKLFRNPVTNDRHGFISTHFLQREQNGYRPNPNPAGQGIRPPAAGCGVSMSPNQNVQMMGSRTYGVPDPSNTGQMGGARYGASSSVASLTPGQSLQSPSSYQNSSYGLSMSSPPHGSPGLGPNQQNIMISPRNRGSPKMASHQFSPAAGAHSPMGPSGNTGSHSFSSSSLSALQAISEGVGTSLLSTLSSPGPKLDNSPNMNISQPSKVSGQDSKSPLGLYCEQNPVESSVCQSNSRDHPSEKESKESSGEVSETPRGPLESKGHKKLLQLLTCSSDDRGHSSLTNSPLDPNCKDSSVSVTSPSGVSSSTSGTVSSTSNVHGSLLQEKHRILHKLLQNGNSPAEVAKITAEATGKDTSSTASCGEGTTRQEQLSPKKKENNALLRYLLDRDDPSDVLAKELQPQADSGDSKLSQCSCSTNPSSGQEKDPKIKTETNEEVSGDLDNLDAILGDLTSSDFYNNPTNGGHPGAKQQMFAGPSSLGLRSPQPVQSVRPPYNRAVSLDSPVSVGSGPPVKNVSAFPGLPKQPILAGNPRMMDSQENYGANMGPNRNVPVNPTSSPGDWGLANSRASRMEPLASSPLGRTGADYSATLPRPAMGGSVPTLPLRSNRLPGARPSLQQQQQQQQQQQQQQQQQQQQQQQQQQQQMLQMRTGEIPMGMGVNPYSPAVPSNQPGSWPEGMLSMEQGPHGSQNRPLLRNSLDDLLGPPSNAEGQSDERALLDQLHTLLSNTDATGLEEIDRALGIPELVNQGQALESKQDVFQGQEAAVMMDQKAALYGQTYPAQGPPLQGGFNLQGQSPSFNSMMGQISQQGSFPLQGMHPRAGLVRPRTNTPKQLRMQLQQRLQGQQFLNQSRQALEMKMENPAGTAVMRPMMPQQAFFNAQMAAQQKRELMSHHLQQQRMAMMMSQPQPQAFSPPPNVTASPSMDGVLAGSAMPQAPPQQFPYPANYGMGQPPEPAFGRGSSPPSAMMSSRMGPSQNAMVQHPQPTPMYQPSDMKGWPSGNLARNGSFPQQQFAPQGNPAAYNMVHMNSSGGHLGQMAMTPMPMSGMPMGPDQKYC
GalR3 antag – human GalR3 antagonism; HEK293 GalR3-CNG cAMP membrane potential fluorescence; galR3 body fused to GalR1 C-terminus; inhibition, % at 3 µM; 360,000 compounds, 0.44% hits;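 active = inhibition above the screen-wide average plus 3 SD, cut at about 13% in these data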;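 note: forskolin and galanin both at EC90 stimulate the cells; cAMP rise reported by CNG channel membrane potential dye signal; 0% = forskolin plus galanin with DMSO and 100% = forskolin alone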
IDE cell inh – inhibits human insulin-degrading enzyme in HEK cells | AID 434962 | FAbetaB cleavage, fluorescence polarization | 320,000 compounds, 0.41% hits | P14735 | inhibition, % at 5.59 µM;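 active = percent inhibition above the average of all tested compounds plus 3 SD, set per screening campaign, cut at about 16% in these data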;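 note: IDE supplied by intact live HEK cells; FP after avidin binding of uncleaved biotin substrate so inhibition keeps polarization high; 0% = DMSO wells and 100% = 60 µM reference IDE inhibitor Ii1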
CRFR2-BP antag – blocks CRF-induced signaling of the CRF-BP/CRF-R2 complex | AID 588475 | inhibition, % at 11.8 µM | HEK293 CRF-R2/CRF-BP, CRF-induced calcium fluorescence | 350,000 compounds, 0.59% hits;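 active = inhibition of the ligand-induced calcium signal above about 50% at the single tested concentration, limit read from the data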
VIM-2 inhibitor – blocks Pseudomonas aeruginosa VIM-2 metallo-beta-lactamase | 290,000 compounds, 0.89% hits | purified VIM-2, nitrocefin hydrolysis, epi-absorbance fluorescence | inhibition, % at 5.6 µM;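 active = inhibition above the mean of all tested compounds plus 3 SD, cutoff set per screening run, cut at about 7.5% in these data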;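 note: red hydrolysis product quenches plate fluorescence so inhibitors raise well fluorescence; 0% = enzyme with DMSO and 100% = DMSO without enzyme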
* hit, by the source's call; / = not tested or not shown.

SMILES	IDE act	SUMO HTRF inh	NS3 helicase inh	IMP-1 inh	pCIP destab	GalR3 antag	IDE cell inh	CRFR2-BP antag	VIM-2 inhibitor
CCOC(=O)[C@H]1[C@H]2COc3cc(OC)ccc3[C@@H]2N2C(=O)c3cc(OC)ccc3NC(=O)[C@@]12C	-1	/	/	/	/	-2	0	-8	/
Cc1ccc(C(C)C)cc1OCC(=O)Nc1ccccc1N1CCCC1	1	-1	-4	-2.7	-11	-4	-3	-7	-1.9
CCOc1ccc(NS(=O)(=O)c2ccc(-c3ccc(=O)[nH]n3)o2)cc1	4	-8	5	-3.4	7	1	3	-14	-1.7
CN(Cc1cnn(C)c1)Cc1nc(-c2ccc(Cl)cc2)no1	-1	22	13	-1.9	-3	-1	1	-10	-2.2
CC(C)(C)NC(=O)COc1ccc(S(=O)(=O)N2CCCC2)cc1	0	6	11	0.9	0	-13	-3	-3	0.0
Cc1ccccc1C(=O)NC(=S)Nc1cccc(NC(=O)C(C)C)c1	2	3	5	-0.4	-6	-3	-6	-13	-1.4
CCNc1c(NC(=O)C2CCC(C)CC2)c(=O)oc2ccccc12 (stereo not drawn)	5	4	6	0.1	16	-11	3	16	-1.8
CCOC(=O)c1sc(NC(=O)Nc2ccc(F)cc2)nc1C	1	-8	-11	-2.7	-14	-6	7	-1	-3.5
C=CCOc1ccnc(-c2ccccc2)n1	1	23	-5	-2.8	6	-6	/	0	-1.4
CC1CCN(C(=O)Cn2c(=O)n(Cc3ccc4c(c3)OCO4)c(=O)c3ccccc32)CC1	7	10	-6	-0.8	-14	5	2	33	-3.0
Cc1cc(/C=C2\SC(=S)NC2=O)c(C)n1C1CC1	1	-12	76*	0.1	2	-7	16	-66	7.7*
O=S(=O)(NCCc1ccc2c(c1)OCCO2)c1cccs1	1	0	-3	-1.1	-4	-2	8	1	-4.6
O=C(C1CC=CCC1)N1CCC(CO)(Cc2ccc(Cl)cc2)CC1 (stereo not drawn)	4	3	-1	-3.0	-8	-1	7	2	-0.6
CCC(Sc1nc2ccc(C)cc2[nH]1)C(=O)O (stereo not drawn)	-2	5	8	-1.6	-10	-7	1	15	-1.2
CCCCN(C)CCNC(=O)c1cc2c(=O)[nH]c3ccccc3c2n1C	-1	8	14	-2.9	0	-11	8	-6	8.6*
O=C(NCCN1CCCCC1)/C(=C/c1ccco1)NC(=O)c1ccccc1	2	-3	0	-0.4	-2	-4	1	9	-1.7
COc1cccc(S(=O)(=O)Nc2ccc(C(=O)N3CCCCCC3)cc2)c1	-3	-8	3	-3.0	-10	0	-2	8	-0.9
O=CN1N=C(c2ccccc2)CC1c1ccccc1[N+](=O)[O-] (stereo not drawn)	0	15	3	-4.5	-5	2	0	9	-2.8
CCCCn1c(N)c(N(CCOC)C(=O)c2oc3ccc(OC)cc3c2C)c(=O)[nH]c1=O	5	5	-2	-2.1	10	-1	3	4	0.5
CC(C)c1cc(C(=O)NC2CCCc3c2cnn3-c2ccccc2F)no1 (stereo not drawn)	3	14	0	-1.3	-11	0	-1	13	-4.3
O=C(NCc1ccc2c(c1)OCO2)C(=O)NCC1OCCN1S(=O)(=O)c1ccc(Br)cc1 (stereo not drawn)	0	-3	6	-3.3	-5	-2	0	15	-0.9
N#CC1CC(c2ccc([N+](=O)[O-])cc2)=NN1c1ccc([N+](=O)[O-])cc1 (stereo not drawn)	-5	-2	-1	-3.1	8	-3	1	-125	1.1
CC1CCCCC1NC(=S)NC(=O)c1cccs1 (stereo not drawn)	4	-37	-10	-0.7	-2	-7	-1	-36	-1.2
C/C(=N/NC(=O)CN1CCN(S(=O)(=O)c2ccc(Br)cc2)CC1)c1ccco1	0	-11	-5	-5.0	2	-5	0	-3	-5.6
CC(=O)Nc1ccc(S(=O)(=O)NC(C)C(=O)OCC(=O)NC2CCCC2)cc1 (stereo not drawn)	2	13	4	-1.4	-15	1	1	1	-3.3
O=C1CCCN1CCC1CCCCN1Cc1nc(-c2cnccn2)no1 (stereo not drawn)	-6	11	0	-0.4	-6	-4	-4	8	-0.2
COC(=O)c1ccccc1NC(=O)C1CCN(C(=O)Cc2ccccc2)CC1	-2	19	15	-3.2	-18	2	-1	13	0.2
CCCN(C(=O)COC(=O)CSc1ccc([N+](=O)[O-])cc1)C1CCS(=O)(=O)C1 (stereo not drawn)	-8	/	/	/	/	-6	0	-2	/
COc1ccccc1OCC(=O)NNC(=O)c1ccc(F)c(S(=O)(=O)N2CCOCC2)c1	-5	/	/	/	/	-7	3	8	/
O=C(Cc1ccc(F)cc1)Nc1nnc(-c2ccc(F)cc2)o1	6	/	12	1.1	-16	-10	-2	19	-0.4

Profiles, quoted from the list.
Record of CC(=O)Nc1ccc(S(=O)(=O)NC(C)C(=O)OCC(=O)NC2CCCC2)cc1 (stereo not drawn) → IDE act: 2; SUMO HTRF inh: 13; NS3 helicase inh: 4; IMP-1 inh: -1.4; pCIP destab: -15; GalR3 antag: 1; IDE cell inh: 1; CRFR2-BP antag: 1; VIM-2 inhibitor: -3.3
Record of CCCN(C(=O)COC(=O)CSc1ccc([N+](=O)[O-])cc1)C1CCS(=O)(=O)C1 (stereo not drawn) → IDE act: -8; SUMO HTRF inh: /; NS3 helicase inh: /; IMP-1 inh: /; pCIP destab: /; GalR3 antag: -6; IDE cell inh: 0; CRFR2-BP antag: -2; VIM-2 inhibitor: /
Record of O=C1CCCN1CCC1CCCCN1Cc1nc(-c2cnccn2)no1 (stereo not drawn) → IDE act: -6; SUMO HTRF inh: 11; NS3 helicase inh: 0; IMP-1 inh: -0.4; pCIP destab: -6; GalR3 antag: -4; IDE cell inh: -4; CRFR2-BP antag: 8; VIM-2 inhibitor: -0.2

(more compounds)
SMILES	IDE act	SUMO HTRF inh	NS3 helicase inh	IMP-1 inh	pCIP destab	GalR3 antag	IDE cell inh	CRFR2-BP antag	VIM-2 inhibitor
OC(C[n+]1ccccc1)c1ccccc1 (stereo not drawn)	2	19	-4	-0.8	-21	-10	2	5	1.2
Cc1nc(CCNC(=O)C2CCC(=O)N(Cc3ccc(Cl)cc3)C2)sc1C (stereo not drawn)	-3	-4	0	-1.8	2	5	/	-1	-2.1
O=C(NCCN1CCOCC1)c1cccc(S(=O)(=O)N2CCCCCC2)c1	6	19	5	-2.7	5	-6	-4	2	-3.2
Clc1ccc(Cn2ncc3c(N4CCCC4)ncnc32)cc1	2	-6	0	-3.8	7	-1	-5	-16	-2.0
CC1CCN(CC(C)OC(=O)c2ccc3c(c2)OCCO3)CC1 (stereo not drawn)	-1	-10	3	-4.5	-13	-2	2	5	-3.6
Nc1nc(Br)c2ccccc2c1-c1ccc(F)cc1	3	-11	4	-3.1	5	-3	-5	-10	-1.4
O=C(CCC1CCCC1)Nc1cccc(Cc2ccncc2)c1	/	-3	-10	-1.0	5	-3	0	24	-4.7
CCOC(=O)c1ccc(NC(=O)Nc2c(C)n(C)n(-c3ccccc3)c2=O)cc1	1	-2	3	-4.0	-7	2	10	4	-3.1
COc1cccc(C2CC(c3ccccc3)n3ncnc3N2)c1 (stereo not drawn)	-2	12	23	-3.0	-18	2	-3	-16	0.4
Cc1ccc(S(=O)(=O)NCCCn2ccnc2)cc1C(=O)NC(C)C	5	3	-1	-1.2	-6	-8	-2	-1	-2.5
CC(C)(C)c1ccccc1NC(=O)CN1C(=O)NC(Cc2ccccc2)C1=O (stereo not drawn)	0	/	/	/	/	-2	7	20	/
CN(CC(=O)Nc1ccccc1C(F)(F)F)C(=O)COc1cccnc1[N+](=O)[O-]	0	4	-5	-4.1	6	-7	10	6	0.2
CC(C)(C)C(=O)CNS(=O)(=O)c1ccc(S(=O)(=O)NC2CCCC2)cc1	-2	-2	1	-0.5	-28	-7	-2	-14	-4.3
Cc1ccc(NC(=O)CCC(=O)NNC(=O)COc2ccc([N+](=O)[O-])cc2)c(C)c1	-1	0	-3	-2.1	5	-3	/	4	-2.0
CCN(CC(=O)Nc1c(F)cccc1F)C(=O)C1COc2ccccc2O1 (stereo not drawn)	0	/	/	/	/	-5	5	0	/
O=C(Cn1cc(C(=O)c2cccs2)c2ccccc21)NCc1cccs1	4	4	-1	0.7	-4	-2	-4	9	0.1
CCOCCCNC(=O)C1CCCN1C(=O)NC1CCCCC1 (stereo not drawn)	7	21	-1	-1.8	-6	-2	-6	3	-1.9
COc1ccc(-c2cn3c(C)c(C(=O)NC(C)(C)C)sc3n2)cc1	-2	7	-20	-1.5	-5	/	2	-14	0.8
O=c1c([N+](=O)[O-])cccn1Cc1ccc(F)cc1Cl	-1	15	15	-4.3	-9	-4	10	-9	-7.3
CCOC(=O)N1CCN(C(=O)C(=O)N/N=C/c2ccc(OC)cc2OC)CC1	8	-6	14	-2.5	1	-6	-3	9	-4.1
Cc1cccc2cc(CN(CC(C)C)S(=O)(=O)c3ccccc3)c(=O)[nH]c12	3	-9	-18	-3.5	7	-2	0	-13	-0.8
Cc1nc2ccccc2n1CC(=O)OCC(=O)Nc1ccc2c(c1)OCCO2	7	1	2	2.0	0	-3	7	-4	-3.1
COc1nc(N)c(S(=O)(=O)c2ccccc2C)cc1C#N	-3	3	-6	-2.2	-14	-9	-2	12	-1.2
O=S(=O)(NCCCN1CCOCC1)c1ccc(Cl)s1	-2	-4	3	-1.6	-3	-5	9	-2	-1.4
Cc1ccsc1C(=O)Nc1ccccc1N1CCOCC1	1	-4	0	-2.3	4	-1	-1	4	-3.4
Cc1c(C)c(C)c(S(=O)(=O)NCCC(=O)N2CCN(Cc3ccc(C#N)cc3)CC2)c(C)c1C	4	/	/	/	/	-4	-1	0	/
Cc1c(NC2(c3nnnn3-c3ccc(Br)cc3)CCCCC2)c(=O)n(-c2ccccc2)n1C	6	5	-3	-3.0	-19	-4	4	-42	-6.0
Cc1ccc(N(C)C(=O)CC(C)S(=O)(=O)c2ccc3c(c2)NC(=O)CO3)cc1 (stereo not drawn)	6	10	-2	0.2	0	0	1	9	1.4
NC(=O)C1=C[C@H](c2ccc(C(F)(F)F)cc2)C[C@H](OCCCCO)O1	3	-9	11	-2.9	-14	-8	-4	2	-1.6
O=C(Nc1ccccc1)N1CCN(c2ncccn2)CC1	10	-3	-6	-3.7	11	-4	5	-2	-4.7
COc1ccc(C(=O)Nc2ccc3c(c2)nc(CCNC(=O)c2ccco2)n3C)cc1	4	-4	-3	-2.7	-6	-9	-5	10	-0.3
N#Cc1c(-c2cccnc2)cc(-c2ccccc2)nc1N	/	30	6	-4.1	-11	-3	-3	-9	-0.1
Cc1cccn2c(CNCCSc3nccn3C)c(C(=O)N3CCCCC3)nc12	-3	10	8	-0.6	2	-1	0	7	2.0
CC(C)Oc1ccc(CCc2n[nH]c(=S)n2Cc2ccccc2)cc1	-2	2	-4	-4.4	-9	-8	-4	12	-2.7
Cc1cc(C)cc(C(=O)NC(CC(N)=O)c2ccc(N3CCC(Cc4ccccc4)CC3)c([N+](=O)[O-])c2)c1 (stereo not drawn)	-5	-2	-2	-0.8	-10	-3	4	6	-1.2
O=S(=O)(c1ccc(Cl)cc1)N1CCCN(c2ccc(C(F)(F)F)cn2)CC1	-8	-11	1	-0.2	6	-3	1	-12	0.1

Compound activity deposited in PubChem BioAssay by several laboratories.
